Screens from PubChem BioAssay.
Salmonella PhoP GFP – PhoP regulon inhibitors, Salmonella typhi PhoP promoter GFP reporter, confirmatory (AID 1850). Salmonella Typhi PhoP-promoter GFP reporter, fluorescence, 4 h; higher % means a stronger effect. one-dose inhibition, % at 50 µM; IC50 in µM for titrated hits. 310,000 tested, 0.33% active; in the data active = a potency from the dose series; inconclusive = inhibition mostly from about 25% at the one dose, without a potency; inactive = the rest, 99 in 100 with inhibition below about 19%;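 note: 0% = induced wells with vehicle and 100% = uninduced wells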
H37Rv inhibition – M. tuberculosis growth inhibition, HTS (AID 449762); inhibition, % at 25 µM; hits with a dose series show IC50 in µM; M. tuberculosis H37Rv growth inhibition, 7H9 media; higher % means a stronger effect; 330,000 tested, 0.59% active; in the data active = a potency from the dose series; inconclusive = inhibition above about 70% without an active follow-up result;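 note: bacterial growth assessed after seven days of incubation; strong numbers were not always called active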
VEEV TC-83 Vero – inhibitors of VEEV TC-83 cytopathic effect, confirmation, Vero cells (AID 588727); Vero cells, VEEV TC-83 cytopathic effect inhibition; higher % means a stronger effect; inhibition, % at 20 µM; hits with a dose series show IC50 in µM; 350,000 tested, 0.13% active; in the data active = a potency from the dose series; inconclusive = inhibition mostly from about 14% at the one dose, without a potency; inactive = the rest, 99 in 100 with inhibition below about 12%; note: strong numbers were not always called active
M. tuberculosis – growth inhibition of non-replicating M. tuberculosis (AID 488890). Mycobacterium tuberculosis non-replicating, growth inhibition; higher % means a stronger effect. inhibition, % at 25 µM, or IC50 in µM where a hit was titrated. 320,000 tested, 0.39% active; in the data active = a potency from the dose series; inconclusive = inhibition mostly from about 82% at the one dose, without a potency; inactive = the rest, 99 in 100 with inhibition below about 76%;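 note: plate controls were DMSO cells for no effect and high antibiotic wells for full effect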
H1N1 NS1A inhibition – NS1A inhibition, H1N1 influenza, cell based functional assay (AID 504329); 340,000 tested, 0.3% active; inhibition, % at 12.5 µM; hits with a dose series show IC50 in µM; NS1A functional cell-based assay, percent inhibition; higher % means a stronger effect; in the data active = a potency from the dose series; inconclusive = inhibition above about 27% without an active follow-up result; note: strong numbers were not always called active
Numbers without * were called inactive.

Results for COc1cc(/C=N/NC(=O)c2ccc3c(c2)OCCO3)cc(Cl)c1O ?
Salmonella PhoP GFP: 6%; H37Rv inhibition: 8%; VEEV TC-83 Vero: 4.2%; M. tuberculosis: 13%; H1N1 NS1A inhibition: 9%

What do the screens show for `COc1ccc(Cc2nnc(NC(=O)Nc3ccc(C)cc3)s2)cc1OC`?
Salmonella PhoP GFP: -4%; H37Rv inhibition: 7%; VEEV TC-83 Vero: 1.6%; M. tuberculosis: -3%; H1N1 NS1A inhibition: -6%

Results for CCN(C[C@H]1N[C@@](Cc2ccccc2)(C(=O)OC)[C@H]2C(=O)N(C)C(=O)[C@@H]12)C(=O)c1ccc(F)cc1 ?
H37Rv inhibition: 6%; VEEV TC-83 Vero: 1.8%; M. tuberculosis: 6%; H1N1 NS1A inhibition: -26%

Results for COc1ccc(NC(=O)COC(=O)c2ccc([N+](=O)[O-])o2)cc1Cl ?
Salmonella PhoP GFP: 41%; H37Rv inhibition: 54%; VEEV TC-83 Vero: inactive; M. tuberculosis: 71%; H1N1 NS1A inhibition: 5%

Results for CCOC(=O)C1(C)NC(c2cccc(C)c2)C2C(=O)N(c3ccccc3)C(=O)C21 (configuration not stated) ?
Salmonella PhoP GFP: -1%; H37Rv inhibition: 1%; VEEV TC-83 Vero: 0.3%; M. tuberculosis: -13%; H1N1 NS1A inhibition: 18%

How did O=C(Nc1cccc(C(F)(F)F)c1)C1CCCN(S(=O)(=O)c2cnc[nH]2)C1 (configuration not stated) do in these assays?
Salmonella PhoP GFP: -1%; H37Rv inhibition: -3%; VEEV TC-83 Vero: 2.1%; M. tuberculosis: 6%; H1N1 NS1A inhibition: 2%

How did O=C1CC(=O)N(c2cccc(F)c2)C(=O)N1 do in these assays?
Salmonella PhoP GFP: -5%; H37Rv inhibition: 4%; VEEV TC-83 Vero: inactive; M. tuberculosis: -22%; H1N1 NS1A inhibition: -5%

What do the screens show for `C=CCn1c(SCc2c(C(=O)OC)sc(N)c2C(=O)OC)nnc1-c1ccc(Br)cc1`?
Salmonella PhoP GFP: 23%; H37Rv inhibition: 33%; VEEV TC-83 Vero: 8.7%; M. tuberculosis: 66%; H1N1 NS1A inhibition: 7%

Results for Cc1cc(C)nc(NC2=NCCN2C(=S)Nc2c(C)cccc2C)n1 ?
Salmonella PhoP GFP: -5%; H37Rv inhibition: 5%; VEEV TC-83 Vero: inactive; M. tuberculosis: 31%; H1N1 NS1A inhibition: -6%

What do the screens show for `Cc1cc(-c2n[nH]c(=S)n2/N=C/c2cccc(O)c2)n[nH]1`?
Salmonella PhoP GFP: 6%; H37Rv inhibition: -4%; VEEV TC-83 Vero: 1.2%; M. tuberculosis: -31%; H1N1 NS1A inhibition: 3%

What do the screens show for `Cc1ccc(/C=C2\SC(=S)N(C3CCS(=O)(=O)C3)C2=O)o1` (configuration not stated)?
Salmonella PhoP GFP: -15%; H37Rv inhibition: 5%; VEEV TC-83 Vero: 4.1%; M. tuberculosis: 83%; H1N1 NS1A inhibition: 8%

Results for C/C(=N\NC(=O)C1CC1)c1ccc(C)cc1C ?
Salmonella PhoP GFP: -3%; H37Rv inhibition: 1%; VEEV TC-83 Vero: 2.7%; M. tuberculosis: -7%; H1N1 NS1A inhibition: -19%

What do the screens show for `O=C1Nc2ccc(Br)cc2C1=C1CCCCC1`?
Salmonella PhoP GFP: 0%; H37Rv inhibition: 5%; VEEV TC-83 Vero: 7.4%; M. tuberculosis: 29%; H1N1 NS1A inhibition: -2%

Results for Cc1cc(C)cc(-n2c(C)cc(/C=N\NC(=O)COc3cccc4cccnc34)c2C)c1 ?
Salmonella PhoP GFP: 0%; H37Rv inhibition: -3%; VEEV TC-83 Vero: 2.3%; M. tuberculosis: 40%; H1N1 NS1A inhibition: -6%

Results for CCCCc1ccc(NC(=O)CSC2=C(C#N)C(c3ccco3)C3=C(CCCC3=O)N2)cc1 (configuration not stated) ?
Salmonella PhoP GFP: 4%; H37Rv inhibition: inconclusive; VEEV TC-83 Vero: 2.0%; M. tuberculosis: 25%; H1N1 NS1A inhibition: 2%

Results for OCC1(Cc2cccc(Cl)c2)CCCN(Cc2cnn(-c3ccccc3)c2)C1 (configuration not stated) ?
Salmonella PhoP GFP: -14%; H37Rv inhibition: 19%; VEEV TC-83 Vero: 1.6%; M. tuberculosis: 57%; H1N1 NS1A inhibition: -26%

How did CCc1cc(C(=O)Nc2nc(-c3ccccn3)cs2)sc1C do in these assays?
H37Rv inhibition: 1.3µM*; VEEV TC-83 Vero: 1.2%; M. tuberculosis: inconclusive; H1N1 NS1A inhibition: 5%

Results for COc1ccc(CCNC(=O)c2ccc(Cl)cc2)cc1OC ?
Salmonella PhoP GFP: 0%; H37Rv inhibition: -11%; VEEV TC-83 Vero: 1.6%; M. tuberculosis: 20%; H1N1 NS1A inhibition: 1%

What do the screens show for `N/C(Cc1ccc([N+](=O)[O-])cc1)=N\OC(=O)c1ccccc1F`?
Salmonella PhoP GFP: 0%; H37Rv inhibition: 10%; VEEV TC-83 Vero: 0.8%; M. tuberculosis: 70%; H1N1 NS1A inhibition: 4%

What do the screens show for `COc1cc(NC(=O)CN2CCN(Cc3ccc4c(c3)OCO4)CC2)cc(OC)c1`?
Salmonella PhoP GFP: -2%; H37Rv inhibition: -12%; VEEV TC-83 Vero: inactive; M. tuberculosis: 4%; H1N1 NS1A inhibition: 6%

What do the screens show for `CCOc1ccccc1NC(=O)c1ccc(S(=O)(=O)N(C)C)cc1`?
Salmonella PhoP GFP: 4%; H37Rv inhibition: -7%; VEEV TC-83 Vero: inactive; M. tuberculosis: 15%; H1N1 NS1A inhibition: 1%

How did CCn1c2ccccc2c2cc(CN3CCN(Cc4cc(OC)ccc4O)CC3)ccc21 do in these assays?
Salmonella PhoP GFP: -4%; H37Rv inhibition: 17µM*; VEEV TC-83 Vero: inactive; M. tuberculosis: 59%; H1N1 NS1A inhibition: 4%

Results for COC(=O)c1cc2ccccc2oc1=O ?
Salmonella PhoP GFP: 0%; H37Rv inhibition: 4%; VEEV TC-83 Vero: 1.6%; M. tuberculosis: 8%; H1N1 NS1A inhibition: -5%

What do the screens show for `CC(=O)c1cccc(NC(=O)Nc2csc3c2CCCC3)c1`?
Salmonella PhoP GFP: -28%; H37Rv inhibition: 13%; VEEV TC-83 Vero: 5.8%; M. tuberculosis: 9%; H1N1 NS1A inhibition: -9%

Results for Cc1cc2c(SCC(=O)NC3CCCC3)ncnc2s1 ?
Salmonella PhoP GFP: 1%; H37Rv inhibition: 16%; VEEV TC-83 Vero: 0.4%; M. tuberculosis: 2%; H1N1 NS1A inhibition: 1%

Results for Cc1ccc(N(CC(=O)NC2CCCC2)C(=O)c2ccc(C)s2)cc1 ?
Salmonella PhoP GFP: -1%; H37Rv inhibition: 0%; VEEV TC-83 Vero: inactive; M. tuberculosis: 13%; H1N1 NS1A inhibition: -5%

How did CC(=O)c1cccc(NC(=O)C2(c3ccccc3)CC2(Cl)Cl)c1 (configuration not stated) do in these assays?
Salmonella PhoP GFP: -3%; H37Rv inhibition: -9%; VEEV TC-83 Vero: 0.9%; M. tuberculosis: -2%; H1N1 NS1A inhibition: 7%

How did Cc1nc(NCc2ccco2)c(C#N)c2c1COC(C)(C)C2 do in these assays?
Salmonella PhoP GFP: -1%; H37Rv inhibition: -2%; VEEV TC-83 Vero: 1.6%; M. tuberculosis: -8%; H1N1 NS1A inhibition: 4%

Results for Cc1c(NC(=O)C(=O)/C=C(/O)c2ccccc2)c(=O)n(-c2ccccc2)n1C ?
Salmonella PhoP GFP: 1%; H37Rv inhibition: -7%; VEEV TC-83 Vero: inactive; M. tuberculosis: -10%; H1N1 NS1A inhibition: 0%

Results for CCOC(=O)N1CCC(NS(=O)(=O)c2ccc3c(c2)C(C)(C)C(=O)N3C)CC1 ?
Salmonella PhoP GFP: -2%; H37Rv inhibition: 7%; VEEV TC-83 Vero: 0.4%; M. tuberculosis: 3%; H1N1 NS1A inhibition: 12%

Filtered by structure, the entries above containing a cyano group
Results for CCCCc1ccc(NC(=O)CSC2=C(C#N)C(c3ccco3)C3=C(CCCC3=O)N2)cc1 (configuration not stated) ?
Salmonella PhoP GFP: 4%; H37Rv inhibition: inconclusive; VEEV TC-83 Vero: 2.0%; M. tuberculosis: 25%; H1N1 NS1A inhibition: 2%

How did Cc1nc(NCc2ccco2)c(C#N)c2c1COC(C)(C)C2 do in these assays?
Salmonella PhoP GFP: -1%; H37Rv inhibition: -2%; VEEV TC-83 Vero: 1.6%; M. tuberculosis: -8%; H1N1 NS1A inhibition: 4%

(next part)
How did CCC(CC)C(=O)Nc1c2cnn(-c3ccccc3)c2nc(=O)n1-c1ccccc1 do in these assays?
Salmonella PhoP GFP: 2%; H37Rv inhibition: 2%; VEEV TC-83 Vero: 0.1%; M. tuberculosis: 14%; H1N1 NS1A inhibition: -1%

How did C[C@@]12CCC=C[C@H]1[C@H](c1ccc(C(F)(F)F)cc1)N(Cc1ccccc1)C2=O do in these assays?
Salmonella PhoP GFP: 6%; H37Rv inhibition: 11%; VEEV TC-83 Vero: 0.3%; M. tuberculosis: 3%; H1N1 NS1A inhibition: 12%

How did OCCN(CC#CC(O)(c1ccccc1)c1ccccc1)CCO do in these assays?
Salmonella PhoP GFP: 12%; H37Rv inhibition: 2%; VEEV TC-83 Vero: 1.1%; M. tuberculosis: 5%; H1N1 NS1A inhibition: -20%

Results for CC1Cc2ccccc2N1C(=O)c1cnc2ccccn2c1=O (configuration not stated) ?
Salmonella PhoP GFP: 1%; H37Rv inhibition: -4%; VEEV TC-83 Vero: 2.5%; M. tuberculosis: -13%; H1N1 NS1A inhibition: -4%

Results for CCOc1cc(/C=N/NC(=O)c2ccc(O)cc2)ccc1Oc1nc(Cl)ncc1F ?
Salmonella PhoP GFP: -6%; H37Rv inhibition: 9%; VEEV TC-83 Vero: 0.9%; M. tuberculosis: 30%; H1N1 NS1A inhibition: 2%

Results for CCC(=O)NC(c1ccc(OC)cc1)c1c(O)ccc2ccccc12 (configuration not stated) ?
Salmonella PhoP GFP: -7%; H37Rv inhibition: -6%; VEEV TC-83 Vero: 5.9%; M. tuberculosis: 14%; H1N1 NS1A inhibition: -1%

Results for CC(C(=O)O)C(=O)O ?
Salmonella PhoP GFP: 5%; H37Rv inhibition: 0%; VEEV TC-83 Vero: 0.6%; M. tuberculosis: -1%; H1N1 NS1A inhibition: -1%

How did COc1ccccc1CNc1nc2nc3c(c(=O)n2[nH]1)CCC3 do in these assays?
Salmonella PhoP GFP: 6%; H37Rv inhibition: 10%; VEEV TC-83 Vero: 4.0%; M. tuberculosis: 10%; H1N1 NS1A inhibition: 19%

Results for O=C(CN(CC1CCCO1)C(=O)CCC(=O)Nc1nccs1)NCc1ccccc1 (configuration not stated) ?
Salmonella PhoP GFP: 0%; H37Rv inhibition: -8%; VEEV TC-83 Vero: 0.5%; M. tuberculosis: -9%; H1N1 NS1A inhibition: 11%

How did COc1cccc(NC(=O)C(=O)NCC(c2ccco2)N2CCc3ccccc3C2)c1 (configuration not stated) do in these assays?
Salmonella PhoP GFP: 8%; H37Rv inhibition: 21%; VEEV TC-83 Vero: 5.4%; M. tuberculosis: 2%; H1N1 NS1A inhibition: -12%

What do the screens show for `CN(CC(=O)NCc1ccco1)S(=O)(=O)c1ccc2c(c1)n(C)c(=O)c(=O)n2C`?
Salmonella PhoP GFP: 4%; H37Rv inhibition: 2%; VEEV TC-83 Vero: 0.8%; M. tuberculosis: 5%; H1N1 NS1A inhibition: 2%

What do the screens show for `COc1ccc(Nc2nc(N3CCCC3)c3ccccc3n2)cc1`?
Salmonella PhoP GFP: 8%; H37Rv inhibition: inconclusive; VEEV TC-83 Vero: 2.9%; M. tuberculosis: inconclusive; H1N1 NS1A inhibition: 21%

What do the screens show for `Cc1ccnc(NS(=O)(=O)c2ccc(NC(=O)c3ccc(S(=O)(=O)N(C)C)cc3)cc2)n1`?
Salmonella PhoP GFP: -11%; H37Rv inhibition: 8%; VEEV TC-83 Vero: inactive; M. tuberculosis: 54%; H1N1 NS1A inhibition: -1%

How did CC(=O)c1cccc(NC(=O)CCC(=O)Oc2ccc(C)cc2)c1 do in these assays?
Salmonella PhoP GFP: 1%; H37Rv inhibition: -1%; VEEV TC-83 Vero: 1.9%; M. tuberculosis: 3%; H1N1 NS1A inhibition: -22%

Results for CC[C@@H](C)[C@H](NS(=O)(=O)c1ccc(C)cc1)C(=O)N1CCC(C(=O)NCC(=O)O)CC1 ?
Salmonella PhoP GFP: -21%; H37Rv inhibition: -5%; VEEV TC-83 Vero: 0.0%; M. tuberculosis: -11%; H1N1 NS1A inhibition: 5%

How did CCN1CCC(N2CCN(c3ccc(Cl)cc3)CC2)CC1 do in these assays?
Salmonella PhoP GFP: -3%; H37Rv inhibition: 8%; M. tuberculosis: 11%
